GSK3beta inhib: blocks human GSK3beta kinase activity. activity score (negative = inhibition), % at 10 µM. GST-GSK3beta kinase, ADP-Glo luminescence, 60 min; hits give low values. P49841. AID 2097. hit rate 0.038% among 300,000;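 active = more than half of replicate wells score below -50%, meaning over 50% inhibition versus plate controls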;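 also: 0% = median DMSO wells and -100% = median GW8510 positive control wells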
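Test system: GST-fused GSK3beta enzyme, cell-free | Quantity: 1.6 ng GST-GSK3beta enzyme per well | Reagent: 25 µM ATP with peptide substrate | Schedule: 60 min enzyme reaction, room temperature | Signal: Luminescent ADP-Glo measurement of ADP formed | Read-out basis: Score relative to plate controls | Control set: DMSO and 20 µM GW8510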
KCNQ1 act: potentiates or activates the human KCNQ1 potassium channel | P51787 | CHO-K1 KCNQ1, thallium flux FluxOR fluorescence; hits give high values | B-score at 10 µM | hit rate 0.35% among 310,000 | AID 2648;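 active = fluorescence ratio B-score, a plate-corrected score, at least three library SD, with initial intensity B-score within 5 SD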
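Test system: CHO-K1 cells stably expressing KCNQ1 / Medium: assay buffer / Also added: depolarizing K+/Tl+ stimulus, K2SO4 and Tl2SO4 each 12.5 mM in 5x stock / Incubation: 90 min dye loading and 20 min compound exposure, both at room temperature / Signal: thallium influx via FluxOR fluorescence, kinetic imaging / Evaluation: B score of baseline-normalized fluorescence ratio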
KCNQ1 block: blocks the human KCNQ1 potassium channel. P51787. CHO-K1 KCNQ1, FluxOR thallium flux fluorescence; hits give high values. B-score at 10 µM. hit rate 1.3% among 310,000;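 active = compounds whose thallium flux B-score, printed positive for inhibition, exceeds three library SD while starting fluorescence stays within three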;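 also: channel opened by potassium depolarization with thallium stimulus after 20 min compound exposure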
RGS4 pot: potentiators or activators of RGS4. hit rate 0.92% among 310,000. B-score at 10 µM. HEK293 M3R/inducible RGS4, carbachol calcium flux Fluo4; hits give low values;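 active = B-score of the integrated calcium signal more than 4 SD below the library mean, with starting fluorescence not abnormally high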;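 also: negative B-score means reduced calcium response which marks RGS4 activation or potentiation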
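Detection: kinetic calcium fluorescence imaging with Fluo4-AM dye, 2 µM / Material: HEK293 cells with stable M3R and inducible RGS4 / Schedule: recording 10 s baseline at 1 Hz, 100 s post-agonist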
KCNK9 block: blocks the human KCNK9 two-pore domain potassium channel. B-score at 10 µM. AID 488922. hit rate 1.2% among 310,000. HEK293 KCNK9, FluxOR thallium flux fluorescence; hits give low values. Q9NPC2;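 active = ratio B-score over 3 SD below the library mean, with starting fluorescence within 5 SD of its mean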;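 also: negative B-score means less thallium flux so channel inhibition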
Target sequence (Q9NPC2 whole entry, looked up, the tested form may be a part): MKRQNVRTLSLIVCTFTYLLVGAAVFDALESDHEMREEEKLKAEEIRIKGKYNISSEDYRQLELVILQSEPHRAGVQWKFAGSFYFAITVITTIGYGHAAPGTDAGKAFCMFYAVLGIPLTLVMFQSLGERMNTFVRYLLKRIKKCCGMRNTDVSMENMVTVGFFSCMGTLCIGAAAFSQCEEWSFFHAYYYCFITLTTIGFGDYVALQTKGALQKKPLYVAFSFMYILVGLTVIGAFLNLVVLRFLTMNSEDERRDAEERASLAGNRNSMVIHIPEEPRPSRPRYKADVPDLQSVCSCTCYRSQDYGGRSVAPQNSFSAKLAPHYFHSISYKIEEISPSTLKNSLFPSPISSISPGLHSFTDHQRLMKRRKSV
hERG protect: shields human hERG channel from block by proarrhythmic agents; Q12809; CHO-hERG, FluxOR thallium flux, dofetilide IC70 present; activation (rescue from dofetilide block), less the hit threshold, % at 10 µM; hit rate 0.51% among 310,000;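 active = activation above the mean of controls blocked by dofetilide plus 5 SD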;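 also: thallium influx through hERG after potassium depolarization seen as dye fluorescence rise; in these data hits start at about 4.7%; inactives centre near -7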
GSK3A inh: inhibitors of human GSK-3 alpha kinase | P49840 | ADP-Glo luminescence, 60 min | inhibition, % at 10 µM | hit rate 0.1% among 320,000 | AID 2650;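 in the data active = inhibition above about 50%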;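 also: GST-tagged GSK-3 alpha with peptide substrate and 25 µM ATP; 0% = DMSO neutral wells and 100% = GW8510 positive control wells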
PolyA inh: yeast polyadenylation inhibition; AID 1875; S. cerevisiae SKY197-pL101 polyadenylation reporter, beta-gal luminescence; efflux-impaired pdr1/pdr3 knockout yeast; score 100 = 6 SD above DMSO; calls only at 12 µM; hit rate 0.02% among 300,000;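 active = lowest replicate activity score at least 50, where 100 means six control SD above control mean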;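 also: yeast exposed to compound for 9 h at 30 °C; higher score means more reporter readthrough which indicates perturbed polyadenylation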
RGS4 inh: human RGS4 inhibition. P49798. HEK293 M3R/RGS4 inducible, Fluo-4 calcium flux; hits give high values; triggered by carbachol at its EC20. B-score at 10 µM. hit rate 0.45% among 310,000;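 active = B-score, a plate-corrected calcium signal, over three deviations above library mean, with baseline fluorescence within five deviations of library mean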;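 also: RGS4 expression induced by doxycycline in cells with stable M3 receptor; B-score is computed from the integrated fluorescence ratio over baseline after carbachol; higher B-score means a larger calcium signal and so more RGS4 inhibition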
Target sequence (P49798 whole entry, looked up): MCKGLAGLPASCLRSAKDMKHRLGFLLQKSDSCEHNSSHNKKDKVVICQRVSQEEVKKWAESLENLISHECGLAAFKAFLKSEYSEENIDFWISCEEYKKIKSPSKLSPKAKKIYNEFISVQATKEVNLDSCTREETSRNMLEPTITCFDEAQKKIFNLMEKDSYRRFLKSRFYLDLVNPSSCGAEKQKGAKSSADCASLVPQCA
DYRK1A inh: inhibitors of rat Dyrk1A kinase; Q63470; ADP-Glo luminescence, NFATc1 peptide; inhibition, % at 12.5 µM; hit rate 0.43% among 310,000; AID 504441; in the data active = inhibition above about 50%;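 also: plate controls were vehicle with enzyme for no effect and no enzyme for full effect; many of its hits are not listed in these tables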
KCNK3 block: human KCNK3 channel inhibition, primary screen | O14649 | CHO-KCNK3 thallium flux, FluxOR fluorescence; hits give low values | B-score at 10 µM | hit rate 0.84% among 340,000 | AID 602410;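 active = B-score under library mean minus 4 SD, starting fluorescence ratio at most library mean plus 5 SD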;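 also: more negative B-score means stronger inhibition of thallium flux through KCNK3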
Target sequence (O14649 whole entry, looked up): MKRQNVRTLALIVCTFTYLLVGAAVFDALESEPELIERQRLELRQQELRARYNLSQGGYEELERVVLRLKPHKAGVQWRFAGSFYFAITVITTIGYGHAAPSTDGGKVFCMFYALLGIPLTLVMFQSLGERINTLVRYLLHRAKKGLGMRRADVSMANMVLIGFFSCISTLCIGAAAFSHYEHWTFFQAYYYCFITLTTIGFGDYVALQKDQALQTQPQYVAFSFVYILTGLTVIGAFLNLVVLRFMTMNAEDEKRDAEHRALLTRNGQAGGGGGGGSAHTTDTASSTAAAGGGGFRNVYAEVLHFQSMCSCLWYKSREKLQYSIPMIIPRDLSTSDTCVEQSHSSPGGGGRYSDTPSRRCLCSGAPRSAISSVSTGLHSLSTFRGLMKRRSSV
The depositor's hits bear a star; i = inactive; · = not tested or not shown. Not all compounds are listed; rates above refer to the full screens.

SMILES	GSK3beta inhib	KCNQ1 act	KCNQ1 block	RGS4 pot	KCNK9 block	hERG protect	GSK3A inh	PolyA inh	RGS4 inh	DYRK1A inh	KCNK3 block
CCOC(=O)c1c(S(=O)(=O)NCc2ccc(OC)cc2)c(C)n(C)c1C	2	i	i	i	i	-2	-8	i	i	7	i
O=C(NCc1cccs1)C1CCCN1C(=O)NC1CCCCC1 (configuration not stated)	4	i	i	i	i	-3	-3	i	i	-7	i
COc1ccc(N2CCN(C(=O)COC(=O)CCc3ccccc3OC)CC2)cc1	-1	i	i	i	i	-10	-2	i	i	2	i
O=c1[nH]cc(C(F)(F)F)cc1NS(=O)(=O)c1ccccc1[N+](=O)[O-]	0	i	i	i	i	-7	-3	i	i	-7	i
COCc1cc(=O)n2[nH]c(-c3ccccc3)cc2n1	2	i	i	i	i	-2	-1	i	i	13	i
COc1ccc(N2CCN(C(=O)CN3C(=O)NC(c4ccc(OC)cc4)(c4ccc(OC)cc4)C3=O)CC2)cc1	0	i	i	i	i	-14	0	i	i	-6	i
O=C(Nc1ccccc1NC(=O)c1ccco1)c1ccco1	1	i	i	i	i	-6	-2	i	i	0	i
Cc1ccc2nc(Cl)c(/C=N/n3c(C)nnc3C)cc2c1	-2	i	i	i	i	-7	0	·	i	6	i
O=C(CCl)N1c2ccccc2SCC1c1ccccc1 (configuration not stated)	1	i	i	i	i	-4	0	i	i	1	i
Cn1c(/C=N/O)nc2ccccc21	-1	i	i	i	i	1	-2	i	i	3	i
CCOc1ccc2[nH]c(C)c(CN3CCCCCC3)c(=O)c2c1	2	i	i	i	i	-6	1	i	i	4	i
CCCc1[nH]nc2c1C(c1ccc(OC)c(Cn3nnc4ccccc43)c1)C(C#N)=C(N)O2 (configuration not stated)	-3	i	i	i	i	-5	1	i	i	11	i
O=C(/C=C/c1cccs1)NC(=S)NNC(=O)c1ccccc1O	-4	i	i	i	i	-12	0	i	i	5	i
CCCN(Cc1nc(-c2ccc(Cl)cc2)no1)CC1CCCO1 (configuration not stated)	4	i	i	i	i	-11	-2	i	i	-3	i
C[C@H](NC(=O)COc1ccc(Cl)cc1)C(=O)N1CCC2(CC1)NCCc1[nH]cnc12	1	i	i	i	i	-10	-1	i	i	-1	i
COc1cccc(/C=N/n2c(-c3cc(C)[nH]n3)n[nH]c2=S)c1O	0	i	i	i	i	-12	·	i	i	2	i
CCOC(=O)c1ccccc1NC(=O)COC(=O)CCNS(=O)(=O)c1ccccc1	1	i	i	i	i	-12	0	i	i	-6	i
CCN(/N=C/c1ccc(N(C)C)cc1)c1nc2ccccc2[nH]1	-3	i	i	i	i	-8	·	i	i	-8	i
O=S(=O)(c1cccc(S(=O)(=O)N2CCC(N3CCCCC3)CC2)c1)N1CCOCC1	2	i	i	i	i	-4	·	·	i	·	·
O=C(O)C1CCCCN1S(=O)(=O)c1cccc2nsnc12 (configuration not stated)	2	i	i	i	i	-7	·	i	i	-4	i
NS(=O)(=O)c1ccc(CCNC(=O)c2cc(-c3cc(Cl)ccc3O)n[nH]2)cc1	3	i	i	i	i	-10	1	i	i	-5	i
CSc1ccc(/C=N/NC(=O)c2cc(O)cc(O)c2)cc1	-1	i	i	i	i	-14	5	i	i	0	i
CC(=O)c1ccc(NC(=O)Nc2ccc(NS(=O)(=O)c3ccc(C)cc3)cc2)cc1	1	i	i	i	i	-3	-2	i	i	2	i
Cc1ccccc1N(CC(=O)NCc1ccc2c(c1)OCO2)C(=O)C1CSC(=O)C1 (configuration not stated)	0	i	i	i	i	-6	0	·	i	-2	i
Cc1nc2cc(C(F)(F)F)ccc2n1C1CCN(CC(=O)N2CCOCC2)CC1	1	i	i	i	i	-8	0	i	i	1	i
(further entries)
SMILES	GSK3beta inhib	KCNQ1 act	KCNQ1 block	RGS4 pot	KCNK9 block	hERG protect	GSK3A inh	PolyA inh	RGS4 inh	DYRK1A inh	KCNK3 block
CC(C)(CN1CCCC1)NS(=O)(=O)c1ccccc1	5	i	i	i	i	-6	-4	i	i	2	i
COc1ccc(CN(C(=O)c2oc3cc(C)c(C)cc3c2C)C2CCS(=O)(=O)C2)cc1OC (configuration not stated)	1	i	i	i	i	-8	1	i	i	3	i
COC(=O)C1=C(C(=O)OC)[C@@H]2N(C)c3ccccc3[C@@]23C[C@@H](C(=O)OC)N(C(=O)c2ccco2)C3=N1	2	i	i	i	i	-2	1	i	i	-5	i
CCCCCCCCNC(=O)/C(C#N)=C/c1ccc2c(c1)OCCO2	1	i	i	i	i	1	-2	i	i	4	i
Cc1nc2cc(NS(=O)(=O)c3ccccc3)ccc2n1C	-4	i	i	i	i	-7	-3	i	i	1	i
CCCCCCCCNc1nc(Cl)nc(NCCN2CCOCC2)n1	3	i	i	i	i	-5	-3	i	i	-4	i
COc1cc(CN2CCN(Cc3cccc(OC)c3OC)CC2)cc(OC)c1	-4	i	i	i	i	-3	-2	i	i	3	i
COc1cc(Cl)c(C)cc1NC(=O)CNC(C)c1ccccc1OC (configuration not stated)	5	i	i	i	i	-23	-1	i	i	6	i
CCCOC(=O)c1sc2nc3c(cc2c1N)C(=O)CCC3	-1	i	i	i	i	-4	0	i	i	0	i
CCCN(c1ccccc1F)S(=O)(=O)c1cc(-c2cc(C)no2)ccc1OC	1	i	i	i	-7.8*	-16	·	i	i	2	i
COc1cccc(N2CCN(C(=O)c3cccn4c(=O)c5c(C)c(C)sc5nc34)CC2)c1	0	i	i	i	i	-13	·	i	i	-3	i
CC(C)c1cc(CN2CCOCC2)cc(C(C)C)c1O	3	i	i	i	i	-2	-1	i	i	-2	i
Cc1ccccc1N/C(=N/S(=O)(=O)c1cc(F)ccc1F)c1ccccc1	-2	i	i	i	i	-13	-2	i	i	4	i
CC(=C/c1ccccc1)/C=N/NC(=O)CSc1nc(C)cc(C)n1	4	i	i	i	i	-7	-3	i	i	-1	i
C[C@H]1CC[C@]2(O[C@H](CCO)C[C@@H](O)[C@@H]2O)O1	-1	i	i	i	i	-9	-5	i	i	12	i
O=c1[nH]nc(-c2ccccc2)cc1-c1ccccc1	0	i	i	i	i	-5	1	i	i	6	i
COc1ccc(NC(=O)C2=C(C)NC(=O)NC2c2cccs2)c(OC)c1 (configuration not stated)	2	i	i	i	i	-15	2	i	i	-6	i
Cc1[nH]c(=O)[nH]c(=O)c1S(=O)(=O)Nc1ccc(Oc2ccccc2)cc1	5	i	i	i	i	-8	-5	i	i	1	i
O=C(N/N=C\c1ccccn1)C1COc2cc3ccccc3cc2O1 (configuration not stated)	2	i	i	i	i	-22	-3	i	i	18	i
OCCOCCn1c2ccccc2c2ccccc21	1	i	i	i	i	-1	-3	i	i	6	i
COc1ccc(-c2cccc(NS(=O)(=O)c3ccc([N+](=O)[O-])cc3)c2)nn1	5	i	i	i	i	-10	-1	i	i	-3	i
COc1ccc(NC(=O)[C@@]2(CC(=O)O)CC(/C=C/c3ccccc3)=NO2)cc1	1	i	i	i	i	-8	-1	i	i	0	i
COc1ccc(NC(=O)CCC(=O)c2cccs2)c(OC)c1	-1	i	i	i	i	-2	-1	i	i	-9	i
COc1ccc(Cl)cc1NC(=O)Cn1nnc(C(=O)NCc2ccc3c(c2)OCO3)c1N	1	i	i	i	i	-5	-2	i	i	6	i
COc1ccc(NC(=O)CC2Nc3cccc4cccc(c34)NC2=O)cc1 (configuration not stated)	1	i	i	i	i	-1	-1	i	i	2	i

A draw from above in order of count of non-hydrogen atoms, descending:
SMILES	GSK3beta inhib	KCNQ1 act	KCNQ1 block	RGS4 pot	KCNK9 block	hERG protect	GSK3A inh	PolyA inh	RGS4 inh	DYRK1A inh	KCNK3 block
COc1ccc(Cl)cc1NC(=O)Cn1nnc(C(=O)NCc2ccc3c(c2)OCO3)c1N	1	i	i	i	i	-5	-2	i	i	6	i
CCOC(=O)c1ccccc1NC(=O)COC(=O)CCNS(=O)(=O)c1ccccc1	1	i	i	i	i	-12	0	i	i	-6	i
COCc1cc(=O)n2[nH]c(-c3ccccc3)cc2n1	2	i	i	i	i	-2	-1	i	i	13	i

(next part)
SMILES	GSK3beta inhib	KCNQ1 act	KCNQ1 block	RGS4 pot	KCNK9 block	hERG protect	GSK3A inh	PolyA inh	RGS4 inh	DYRK1A inh	KCNK3 block
CC(C)Cn1c(/C=C/c2ccco2)nc2ccccc21	2	i	i	i	i	-12	-5	i	i	-1	i
CC1(c2ccc3c(c2)OCO3)NC(=O)N(CC(=O)Nc2ccc(N3CCOCC3)cc2)C1=O (configuration not stated)	0	i	i	i	i	-10	-4	i	i	-4	i
Cc1nnsc1C(=O)N1CCCC(Nc2ccc(C(C)C)cc2)C1 (configuration not stated)	1	i	i	i	i	-6	-2	i	i	·	i
Cc1ccc(SCC(=O)NCCc2ccccc2)cc1	1	i	i	i	i	-7	-6	i	i	11	i
CCC(=O)Nc1nnc(SCC(=O)NCc2ccc3c(c2)OCO3)s1	0	i	i	i	i	-10	-2	i	i	-5	i
CCN1CCN(c2ccc(S(=O)(=O)N3CCCCC3)cc2NC(=O)c2ccc([N+](=O)[O-])o2)CC1	2	i	i	i	i	-17	-1	i	i	0	i
Cc1nnc(SCC(=O)NNC(=O)COc2ccc(Cl)cc2)n1C	-1	i	i	i	i	-4	-1	i	i	-1	i
COc1ccc(-c2cccc(C3CC=CC4C3C(=O)N(Cc3ccccc3)C4c3ccc4ccccc4c3)c2)cc1 (configuration not stated)	-1	i	i	i	i	-6	-2	i	i	2	i
CCc1ccc(NC(=O)Cn2ncn3c(cc4ccccc43)c2=O)cc1	1	i	i	i	i	-5	4	i	i	2	i
COc1ccccc1NC(=O)CCCCCN1C(=O)c2cccc3cccc(c23)C1=O	·	i	i	i	i	-2	-5	i	i	-2	i
COCCCNC(=S)N(CCO)Cc1cc2cc3c(cc2[nH]c1=O)OCO3	-4	i	i	i	i	-6	1	i	i	5	i
C=CCn1c(C)cc(C(=O)CSc2nnc(Cc3ccccc3)o2)c1C	-1	i	i	i	i	-4	1	i	i	-5	i
COCCNC(=O)c1ccc(Cn2c(=S)[nH]c3cc4c(cc3c2=O)OCO4)cc1	0	i	i	i	i	-1	·	i	i	5	i
COCCn1cnnc1SCC(=O)Nc1ccccc1C(=O)Nc1ccc2c(c1)OCO2	1	i	i	i	i	-9	-2	i	i	-4	i
CS(=O)(=O)N1CCCC(C(=O)NCc2ccccn2)C1 (configuration not stated)	-2	i	i	i	i	1	1	i	i	·	i

From PubChem
